# PLC-gamma1 inh = PLC-gamma1 (human) inhibition, primary screen | purified PLC-gamma1, fluorogenic substrate, fluorescence | inhibition, % at 12.2 µM | 370,000 tested, 0.84% active; in the data active means inhibition above about 9.5%
# ASAP1 inh = ASAP1 ArfGAP inhibition; Q9ULH1; ASAP1-stimulated ARF1 GTP hydrolysis, GDP FP detection; inhibition, % at 16.5 µM; 360,000 tested, 0.19% active; AID 624377; in the data active means inhibition above about 25%;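 further: 0% = vehicle with enzyme and substrate and 100% = no enzyme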
# Tn7 DDE FP = disrupts Tn7 cyclic peptide binding to fibrin D-Dimer-E complex. P02675. FP displacement of FITC-Tn7 peptide from fibrin DD(E); 0% = median of compound wells per plate. inhibition, % at 8.3 µM. 370,000 tested, 0.13% active;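 active means inhibition above the mean of compounds falling within the control limits plus 3 SD of them, cut at about 14% in these data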;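 further: 0% = plate median of compound wells and 100% = 10 µM Aha-Tn7 peptide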
#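 Assay system: human fibrin DD(E). Input: DD(E) 2 µM final. Medium: Tris buffer with calcium and detergent, pH 7.8. Compound dosing: single point at 8.3 µM. Timing: 10 min plus 3 h, room temperature. Technique: fluorescence polarization of the labelled Tn7 tracer. Read-out: percent inhibition. Replicates: singlicate testing.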
# TDP2 absorb = blocks human TDP2 phosphodiesterase activity; O95551; recombinant TDP2, T5PNP hydrolysis, p-nitrophenol absorbance 415 nm; inhibition, % at 12.8 µM; 370,000 tested, 0.34% active; AID 720702;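 active means inhibition above the mean of all tested compounds plus 3 SD, set per campaign, cut at about 25% in these data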;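 further: 0% = DMSO with enzyme and 100% = buffer with substrate but no TDP2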
# Target sequence (O95551 whole entry, looked up): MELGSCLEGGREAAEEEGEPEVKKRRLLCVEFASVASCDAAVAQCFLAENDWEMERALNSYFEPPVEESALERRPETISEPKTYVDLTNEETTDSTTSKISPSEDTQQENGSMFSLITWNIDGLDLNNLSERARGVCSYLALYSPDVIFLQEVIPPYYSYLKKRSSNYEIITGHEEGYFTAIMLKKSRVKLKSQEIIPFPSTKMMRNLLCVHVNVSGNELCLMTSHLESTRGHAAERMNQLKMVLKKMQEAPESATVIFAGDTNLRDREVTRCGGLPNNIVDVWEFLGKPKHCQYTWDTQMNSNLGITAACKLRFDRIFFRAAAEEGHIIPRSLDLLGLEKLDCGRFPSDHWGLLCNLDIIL
#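 System: recombinant human TDP2 / Amount: 120 nM TDP2 per well / Also added: 5 mM T5PNP chromogenic substrate / Doses: 12.8 µM single point, 1% DMSO / Incubation: 2 h at 37 °C / Detection: p-Nitrophenol epi absorbance / Evaluation: % inhibition relative to enzyme-containing and enzyme-free wells / Repeats: singlicate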
# ADAM10 inh = inhibits human ADAM10; O14672; recombinant ADAM10, EDANS/DABCYL FRET peptide cleavage, 3 h; inhibition, % at 7 µM; 370,000 tested, 0.62% active; AID 720582;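 active means inhibition above a per-campaign cutoff equal to the mean of compounds falling between control-based bounds plus 3 SD, cut at about 20% in these data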;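 further: 0% = DMSO wells while the 100% control is not disclosed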
# Target sequence (O14672 214-748 limits assumed): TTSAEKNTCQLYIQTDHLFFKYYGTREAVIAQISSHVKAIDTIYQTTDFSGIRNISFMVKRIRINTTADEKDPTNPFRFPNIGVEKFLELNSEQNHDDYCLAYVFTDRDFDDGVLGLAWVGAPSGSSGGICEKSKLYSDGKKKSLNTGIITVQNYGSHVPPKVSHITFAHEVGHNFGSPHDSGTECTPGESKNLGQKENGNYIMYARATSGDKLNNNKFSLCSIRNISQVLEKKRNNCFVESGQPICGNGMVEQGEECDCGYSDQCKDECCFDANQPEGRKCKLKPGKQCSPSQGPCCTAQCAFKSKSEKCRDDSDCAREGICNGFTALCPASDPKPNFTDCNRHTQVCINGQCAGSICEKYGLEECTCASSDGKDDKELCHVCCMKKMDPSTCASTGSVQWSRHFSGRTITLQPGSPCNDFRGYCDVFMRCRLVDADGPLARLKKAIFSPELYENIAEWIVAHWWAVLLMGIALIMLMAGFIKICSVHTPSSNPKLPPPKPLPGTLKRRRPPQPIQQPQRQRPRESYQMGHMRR
# Tn6 DDE FP = DD(E)-Tn6 binding inhibition, primary FP screen. AID 720509. 370,000 tested, 0.21% active. inhibition, % at 8.3 µM. P02675. Fibrin DD(E) TRITC-Tn6 fluorescence polarization displacement;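 active means inhibition above a per-campaign cutoff: mean of compounds within control limits plus 3 SD, cut at about 15% in these data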;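 further: 0% = median of all compound wells on the plate and 100% = blocking peptide control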
# LEDGF integ inh = blocks HIV-1 LEDGF/p75-dependent DNA integration. TR-FRET IN-LEDGF/p75 DNA integration, Eu/Cy5. inhibition, % at 3.7 µM. 370,000 tested, 0.64% active;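 active means inhibition above the screen-wide mean plus 3 SD, cut at about 13% in these data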;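 further: signal is the Cy5 over europium emission ratio at 671 and 618 nm; 0% = plate median of compound wells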
# ADAM17 inh = ADAM17 inhibition, QFRET primary screen; inhibition, % at 6.95 µM; P78536; 370,000 tested, 0.83% active; recombinant ADAM17, EDANS/DABCYL FRET peptide cleavage;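 active means inhibition above the mean of compounds lying between control limits plus 3 SD, set per campaign, cut at about 8.5% in these data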;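 further: 0% = DMSO-only wells as the low control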
# ARFGAP1 inh = inhibitors of rat ARFGAP1. Q62848. Arfgap1-stimulated ARF1 GTP hydrolysis, GDP FP detection. inhibition, % at 16.5 µM. 360,000 tested, 0.26% active;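 active means inhibition above a per-plate limit, mean inhibition of low control wells plus 3 SD, cut at about 25% in these data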;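 further: 0% = DMSO wells with enzyme and 100% = wells lacking Arfgap1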
# Target sequence (Q62848 1-136 limits assumed): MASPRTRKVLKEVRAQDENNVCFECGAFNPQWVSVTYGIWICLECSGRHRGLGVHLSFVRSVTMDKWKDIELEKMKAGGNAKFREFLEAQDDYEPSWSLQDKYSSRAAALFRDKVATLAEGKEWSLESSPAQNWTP
#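 Repeats: one replicate per compound; assay system: rat Arfgap1 catalytic domain, aa 1-136; times: enzyme reaction 120 min at 25 °C after 20 min preincubation; detection: FP of antibody-bound GDP Alexa 633 tracer, ex 620/em 688 nm; benchmarks: high control wells lacking Arfgap1, low control full reaction with DMSO; reagent: human ARF1(Δ1-17)-GTP substrate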
# KLK7 zymogen act = proKLK7 (human) activation, primary screen | P49862 | purified proKLK7, EDANS-DABCYL substrate fluorescence; 100% is mature enzyme control, 0% vehicle | activation, % at 7 µM | 370,000 tested, 0.9% active;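 active means activation above the mean of all tested compounds plus 3 SD, computed per campaign excluding outliers beyond control limits, cut at about 13% in these data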
# * marks the source's active call; other numbers are inactive results; i = inactive; x = not tested or not shown.
SMILES,PLC-gamma1 inh,ASAP1 inh,Tn7 DDE FP,TDP2 absorb,ADAM10 inh,Tn6 DDE FP,LEDGF integ inh,ADAM17 inh,ARFGAP1 inh,KLK7 zymogen act
Cc1ccc(N2C(=O)N3[C@@H]4c5ccccc5OC[C@@H]4[C@@H](c4ccccc4)[C@@]3(C)C2=O)cc1,2,4,4,9,20*,5,-2,3,-1,0.2
COc1cc(CCC(=O)OCC(=O)N2CCc3ccccc32)cc(OC)c1OC,2,3,3,5,4,-2,1,-3,15,0.6
CCCCCC(=O)N1C[C@@H](n2cc(C3CC3)nn2)[C@H](O)C[C@@H]1c1ccccc1,-1,5,2,-6,-13,4,-2,-1,3,-0.8
CC1(C)CC(NC(=O)C2CCN(S(=O)(=O)c3ccc(F)cc3)CC2)CC(C)(C)N1,0,-4,5,-6,-3,3,0,-5,-6,-0.4
CC(c1ccccc1)N1CNc2c(c(=O)n(C)c(=O)n2C)C1 (configuration not stated),-1,2,2,1,-16,-1,0,-6,1,-0.3
COc1ccc(-c2nnc(SCC(=O)N(C)C3CCS(=O)(=O)C3)n2N)cc1OC (configuration not stated),-1,-2,4,-5,-6,-11,-2,-4,5,-0.3
Oc1ccccc1-c1nc(NCc2ccccc2)c2ccccc2n1,-26,-7,2,-3,-1,-4,-2,-1,-2,2.4
COCCn1c(=NC(=O)CCS(=O)(=O)c2ccccc2)sc2c(OC)ccc(OC)c21,-20,-12,7,2,-4,4,3,0,7,-0.1
C[C@@H]1CN([C@@H](C)CO)C(=O)CCCn2nncc2CO[C@@H]1CN(C)C(=O)Nc1cccc2ccccc12,-26,9,-4,-1,-83,-2,2,-21,10,-4.9
Nc1nonc1-n1nnc(C(=O)N/N=C/c2ccc(O)cc2)c1COc1ccc(F)cc1,-6,5,-1,8,-8,6,-1,-5,1,1.0
COc1ccccc1-c1cc2nc(-c3ccccc3)cc(N3CCN(C(=O)c4ccco4)CC3)n2n1,i,4,-4,-1,i,-4,3,-239,-6,-81
COc1cc(C)c(S(=O)(=O)NOCc2ccc([N+](=O)[O-])cc2)c(C)c1C,3,0,2,6,-3,9,-2,-1,5,-0.4
CC(=N)c1c(O)c2ccccc2oc1=O,3,-4,-7,7,4,-4,3,-2,2,-0.5
Cc1nc2cc(NC(=O)NCc3ccccc3)ccc2o1,-1,0,4,-4,-1,-3,1,-8,5,0.6
CSc1ccccc1OCc1cc(C(=O)N2CCNC(=O)C2)no1,0,1,-1,8,-10,1,1,0,-5,0.0
Cc1ccccc1Nc1c(-c2ccccn2)nc2ccccn12,-4,-8,-3,-6,-1,-6,0,-4,4,-0.1
O=C(Cn1ccc([N+](=O)[O-])n1)NCc1ccco1,1,-12,1,-3,-8,-1,0,-2,7,0.2
Cc1cc(NC(=O)CSc2nc3c(c(=O)n2-c2ccc(Cl)cc2)SCC3)no1,0,-20,1,0,0,4,2,-1,-11,0.4
CC(C)Oc1ccc(C(=O)Nc2ccc([N+](=O)[O-])cc2)cc1,10*,10,-4,-21,7,-2,2,-3,12,0.7
COc1ccc(C2=NOC(COC(=O)c3ccc4ccccc4n3)C2)cc1 (configuration not stated),3,1,-5,-9,4,4,-3,3,6,0.2
Nc1nccnc1C(=O)OCC(=O)C12CC3CC(CC(C3)C1)C2,-37,0,0,1,-376,-2,0,-87,-7,-1.6
O=C(NCc1ccc2c(c1)OCO2)c1nc(S(=O)(=O)Cc2ccccc2)ncc1Cl,0,12,-4,9,-3,-2,0,-4,-4,2.5
O=C(NNC(=O)c1cc(-c2cccnc2)nc2ccccc12)Nc1ccc(Cl)cc1,-5,4,-2,4,-1,0,-4,-5,2,0.3
Cc1ccccc1Nc1nc(N)nc(COC(=O)[C@@H](NC(=O)c2ccccc2Cl)C(C)C)n1,-2,-6,-9,3,0,-7,4,-2,0,-0.3
CCN(CC)CCn1cnc2c([nH]c3cccc(OC)c32)c1=O,-352,2,-5,-7,i,5,2,-364,8,67*
O=C1CN(C(=O)c2ccccn2)c2ccccc2N1,-2,-3,4,4,-11,-3,3,-5,-4,-0.1
CCCCn1c(N)c(N(CC(C)C)C(=O)C2CCN(C(=O)c3ccc(Cl)cc3)CC2)c(=O)[nH]c1=O,0,1,0,-12,-8,-1,7,2,0,0.6
Cc1ccc(-c2nc3ccc(Cl)cc3c(=O)n2O)cc1,-15,-5,-1,-6,0,0,-1,-3,1,-1.2
CC(=O)NC(=S)Nc1sc2c(c1C(N)=O)CCC(C)C2 (configuration not stated),1,-16,-5,9,4,-4,-1,3,0,-0.2
CCC1(CC)NC(=O)N(CC(=O)OCC(=O)NC(=O)c2ccc(Cl)cc2)C1=O,2,-2,4,10,9,-1,4,-3,4,-0.1
O=C(COc1ccc(-c2nnco2)cc1)N1CCN(S(=O)(=O)c2ccccc2)CC1,2,-10,-1,0,-13,2,0,-6,-6,0.0
CN(Cc1ccc(F)cc1)C(=O)C(Cc1ccccc1)NC(=O)c1ccccc1 (configuration not stated),-3,5,6,5,-2,0,2,-2,-8,-0.5
Cc1ccc(C2C3CN(C(C)C)CC=C3C(C#N)=C(N)C2(C#N)C#N)cc1 (configuration not stated),-364,-4,7,7,i,13,4,-160,-8,12
CCc1ccc(CN(C(=O)c2ccco2)C2CCS(=O)(=O)C2)cc1 (configuration not stated),-1,7,-1,-1,-3,2,-2,-3,0,0.2
Cc1nc(SCC(=O)NCc2ccco2)[nH]c(=O)c1C,0,5,3,-9,-4,5,-2,-3,0,-0.7
COCCCNC(=O)C[C@@H]1C[C@@]2(C(=O)OC)CCCCC=C2N(CCc2ccc(OC)c(OC)c2)C1=O,4,21,-1,-6,-17,-9,-7,-4,-5,0.7
Cc1ccc2nc(NCCc3ccc(Cl)cc3)c3nncn3c2c1,0,2,-8,-6,-6,2,6,-8,8,-0.4
CC(=O)CCc1oc2ccc(C)cc2c1-c1ccc(C)o1,-4,-14,1,13,-1,2,1,-4,0,0.4
COc1cc(C)c(CN2CCC(n3nccc3NC(=O)C3CC3)CC2)cc1C,5,-7,-5,-9,-10,0,2,1,6,-0.5
Cc1ccc(-c2ccc(CCC(=O)O)n2NC(N)=S)cc1,-1,-9,-2,-7,1,3,0,-1,7,-0.3
CCOC(=O)C1(Cc2cccc(F)c2)CCN(C(=O)Cc2cccnc2)CC1,3,17,-1,-14,-1,2,1,1,13,0.0
Cc1ccc2cc(-c3noc(C4CCCCC4)n3)c(=O)[nH]c2c1,-3,9,-9,1,-27,4,-1,-5,10,-0.3
Cc1nn(-c2nc3ccccc3[nH]2)c(N)c1-c1ccccc1,-2,-1,-2,-1,9,4,3,7,3,-0.9
COC(=O)C1=C(CSCc2ccco2)NC(=O)NC1c1cc(C)ccc1C (configuration not stated),-1,1,2,4,8,1,-1,2,2,-0.6
CCc1noc(C)c1C(=O)N(CC)CC(=O)NCc1ccc(Cl)cc1,-2,4,-1,3,-10,-1,2,-3,2,0.1

# Another view of 4 compounds above:
# Order of values – PLC-gamma1 inh | ASAP1 inh | Tn7 DDE FP | TDP2 absorb | ADAM10 inh | Tn6 DDE FP | LEDGF integ inh | ADAM17 inh | ARFGAP1 inh | KLK7 zymogen act
> Cc1ccc(C2C3CN(C(C)C)CC=C3C(C#N)=C(N)C2(C#N)C#N)cc1 (configuration not stated)
    -364 | -4 | 7 | 7 | i | 13 | 4 | -160 | -8 | 12
> CCc1ccc(CN(C(=O)c2ccco2)C2CCS(=O)(=O)C2)cc1 (configuration not stated)
    -1 | 7 | -1 | -1 | -3 | 2 | -2 | -3 | 0 | 0.2
> Cc1nc(SCC(=O)NCc2ccco2)[nH]c(=O)c1C
    0 | 5 | 3 | -9 | -4 | 5 | -2 | -3 | 0 | -0.7
> COCCCNC(=O)C[C@@H]1C[C@@]2(C(=O)OC)CCCCC=C2N(CCc2ccc(OC)c(OC)c2)C1=O
    4 | 21 | -1 | -6 | -17 | -9 | -7 | -4 | -5 | 0.7

# Further structures:
SMILES,PLC-gamma1 inh,ASAP1 inh,Tn7 DDE FP,TDP2 absorb,ADAM10 inh,Tn6 DDE FP,LEDGF integ inh,ADAM17 inh,ARFGAP1 inh,KLK7 zymogen act
COc1cc(NC(=O)c2ccc(COCC(F)(F)F)o2)cc(OC)c1OC,-1,4,0,-3,-6,3,3,-2,-8,-0.4
Cc1cc(C(=O)CNCc2ccco2)c(C)n1-c1ccc(F)cc1,-10,0,-8,9,-4,2,1,0,10,0.1
CCN(CC)c1ccc(/C=N/N2CCN(Cc3ccccc3Cl)CC2)cc1,-1,-2,4,8,-5,9,-6,0,5,-0.3
Cc1ncc(CN2CCC(CO)(Cc3ccccc3)CC2)s1,0,-3,2,-3,7,2,-1,-2,2,-0.2
Cc1cnc(C(=O)OC(C)C(=O)NCc2ccccc2)cn1 (configuration not stated),1,12,-1,-5,3,8,-1,-5,1,-0.9
Cc1noc(C)c1C(=O)OCC(=O)NCc1ccccc1,1,2,-1,3,-2,3,2,-2,5,-1.1
O=C(NCC1CCCN(Cc2nccs2)C1)c1cccc2ccccc12 (configuration not stated),-2,-3,3,-9,-14,2,2,-1,-4,0.3
CN(CC(=O)Nc1ccc(F)cc1)C(=O)CN1C(=O)NC2(CCCC2)C1=O,4,6,4,-6,-8,6,-1,-4,-6,0.1
FC(F)(F)c1cc(Cl)c2nc(-c3ccccc3)c(Cc3cccc(Cl)c3)n2c1,0,10,-4,-2,5,-5,3,2,-4,0.3
CCNC(=O)C1(C)CCN(C(=O)c2cccc(OC(C)=O)c2C)C1 (configuration not stated),0,-7,-2,-8,-3,-7,-3,1,1,0.3
CC1(C)CC(O)C(CCC(O)c2ccccc2)C(C)(C)N1 (configuration not stated),0,-14,0,0,-14,-1,3,-4,-6,-0.6
COc1ccccc1C(=O)NC(CCSC)C(=O)NCC(c1ccco1)N(C)C (configuration not stated),-8,11,-5,-7,-17,-2,-8,-9,14,0.1
CCC(=O)N1CCCC1(C)C(=O)NCc1ccc(SC)cc1 (configuration not stated),-1,-2,4,11,-4,0,1,-3,0,0.3
COc1ccc(NC(=O)CCNC(=O)Cn2cnc3sc4c(c3c2=O)CCCC4)cc1OC,-1,-3,3,-7,-9,-2,-3,-3,2,0.7
Cc1nc2ccc(S(=O)(=O)NCC(=O)NCc3ccccc3C)cc2s1,-1,x,13,3,0,4,-3,0,x,0.7
CCOC(=O)c1sc(N)nc1C(F)(F)F,0,-5,-1,4,-4,6,-3,-7,-4,-0.5
CCOc1ccc(C(=O)NNC2CC(=O)N(CCc3ccccc3)C2=O)cc1OC (configuration not stated),1,-14,-9,-11,6,1,0,4,5,0.2
Cc1ccc(S(=O)(=O)NCCC(=O)Nc2nccs2)cc1,0,-6,3,9,4,-3,3,0,8,0.6

# Assay outcomes as filed in PubChem BioAssay.
